ERAP1 inh – blocks human ERAP1 aminopeptidase activity; recombinant ERAP1, Leu-AMC fluorescence, 60 min; inhibition, % at 10.7 µM; 0.15% of 340,000 active;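 active means mean replicate inhibition of at least 30%, or all replicates individually reaching that 30% level; inactive means mean below 30% and not every replicate reaching it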;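 further: 0% = neutral control wells and 100% = L-leucinethiol positive control wells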
S100A4 MyoIIA – S100A4-myosin IIA interaction inhibition | inhibition, % at 10.7 µM | 0.14% of 360,000 active | S100A4/TAMRA-MyoIIA peptide fluorescence polarization | AID 652163;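 active means mean inhibition of at least 70% across replicates, with every replicate also reaching that level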
Target sequence (P26447 whole entry, looked up): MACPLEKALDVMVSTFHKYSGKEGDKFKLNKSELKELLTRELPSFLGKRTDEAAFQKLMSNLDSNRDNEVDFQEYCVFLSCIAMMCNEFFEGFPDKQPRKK
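Assay system: human S100A4 monomer with TAMRA-labelled myosin IIA peptide / Buffer or medium: Calcium-containing HEPES buffer, pH 7.2 / Reagent: TAMRA-labelled myosin IIA heavy-chain peptide probe, 5 nM / Compound: one dose per compound / Timing: polarization read 5 min after assay mix addition, stable 5–60 min / Benchmarks: neutral control DMSO, positive control TFP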
esBAF inh – inhibitors of esBAF chromatin remodeling in mouse ES cells; AID 602393; reporter increase, % at 12.5 µM; Bmi1-luciferase knock-in reporter, 24 h; 100% = twice the neutral-well signal; 2% of 350,000 active; in the data active means activation above about 40%;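 further: 0% = median of the plate's neutral control wells and 100% = double that signal; a rise in the Bmi1 reporter signal indicates esBAF inhibition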
RAD52 inh – RAD52 (human) annealing inhibition. recombinant RAD52 DNA annealing, FRET fluorescence. inhibition, % at 18.7 µM. 0.46% of 360,000 active;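 active means every replicate showing at least 50% inhibition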
Target sequence (P43351 whole entry, looked up): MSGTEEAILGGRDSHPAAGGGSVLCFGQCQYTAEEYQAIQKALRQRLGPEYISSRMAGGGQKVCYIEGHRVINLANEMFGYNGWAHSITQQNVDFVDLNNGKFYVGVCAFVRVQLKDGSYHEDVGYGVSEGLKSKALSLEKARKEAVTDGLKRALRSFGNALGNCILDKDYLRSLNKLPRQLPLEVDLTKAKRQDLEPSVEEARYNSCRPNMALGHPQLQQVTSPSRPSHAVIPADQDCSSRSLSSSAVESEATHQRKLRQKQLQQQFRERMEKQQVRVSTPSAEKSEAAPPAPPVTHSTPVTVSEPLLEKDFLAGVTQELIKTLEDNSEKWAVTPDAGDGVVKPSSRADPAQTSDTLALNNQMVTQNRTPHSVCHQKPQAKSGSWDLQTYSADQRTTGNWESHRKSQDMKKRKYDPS
ERp5 block – ERp5 (human) disulfide isomerase inhibition. ERp5 insulin aggregation, absorbance 650 nm, 90 min. 0.05% of 350,000 active. inhibition, % at 9.99 µM;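 active means mean replicate inhibition above about 25%, with every replicate also reaching it, limit read from the data, passing the limit was not always enough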
Target sequence (Q15084 whole entry, looked up): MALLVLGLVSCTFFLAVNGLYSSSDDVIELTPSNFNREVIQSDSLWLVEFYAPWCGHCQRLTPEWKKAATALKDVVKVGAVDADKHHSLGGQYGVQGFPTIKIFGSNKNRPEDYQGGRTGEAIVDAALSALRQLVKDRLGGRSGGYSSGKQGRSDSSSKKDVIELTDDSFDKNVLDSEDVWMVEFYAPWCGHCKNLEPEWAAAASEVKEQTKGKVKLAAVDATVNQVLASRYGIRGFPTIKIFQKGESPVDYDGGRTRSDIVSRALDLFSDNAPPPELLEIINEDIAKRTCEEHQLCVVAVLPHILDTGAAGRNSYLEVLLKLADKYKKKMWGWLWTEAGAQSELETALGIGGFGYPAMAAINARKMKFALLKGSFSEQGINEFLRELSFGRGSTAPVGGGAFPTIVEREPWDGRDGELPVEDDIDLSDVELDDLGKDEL
Xi reactivation – X-chromosome reactivation activator. XiGFP mouse fibroblasts, % GFP-positive cells imaging, 3 d; cells co-treated with 5-aza-dC sensitizer; scaled so ellipticine positive control = 100%. activation, % at 7.58 µM. 0.055% of 360,000 active;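 active means mean normalized replicate activation at least 10% and every replicate at or above 10%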;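 further: 0% = median of on-plate neutral control wells and 100% = ellipticine 6 µM median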
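Assay system: SV40-immortalized XiGFP fibroblast cells, line 68-5-11; buffer or medium: DMEM plus 5-aza-dC sensitizer; compound: one concentration, pinned; timing: compounds 3 days, fix/stain 15 min at room temperature; benchmarks: positive control ellipticine, 6 µM final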
RAD54 branch – RAD54 (human) branch migration inhibition | 0.14% of 360,000 active | Q92698 | RAD54 Holliday junction branch migration, FAM/BHQ fluorescence | AID 602329 | inhibition, % at 10.4 µM;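 active means mean normalized replicate activity at least 40 and at least half of replicates scoring 40 or more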;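 further: 0% = median of neutral control wells and 100% = median of positive control wells; inhibitors cause a drop in the FAM fluorescence signal; in these data hits start at about 50%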
E-selectin induc – induces E-selectin expression in human endothelial cells; P16581; HUVEC E-selectin immunofluorescence imaging; normalized: neutral wells 0, TNF-alpha wells 100; activation, % at 7.58 µM; 0.37% of 260,000 active; AID 686992;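 active means mean E-selectin-positive cell signal at least 10% of the positive control, reached in at least 60% of replicates, without over 20% cell loss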;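 further: in these data hits start at about 27%; measured in HUVEC primary endothelial cells; signal is the percent of cells scored E-selectin positive by PE staining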
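Material: HUVEC primary endothelial cells; Amount: 3,000 cells per well; Dosing: single concentration; Medium: EGM-2 growth medium on 0.1% gelatin-coated wells; Read-out basis: percent E-selectin-positive cells; Signal: immunofluorescence imaging; Control set: TNF-alpha, DMSO.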
The depositor's hits bear a star; · = no result given; & = joins results of further samples.

SMILES	ERAP1 inh	S100A4 MyoIIA	esBAF inh	RAD52 inh	ERp5 block	Xi reactivation	RAD54 branch	E-selectin induc
C[C@@H]1CCCCO[C@@H](CN(C)C(=O)Nc2ccccc2)[C@H](C)CN([C@@H](C)CO)C(=O)c2cc(NC(=O)C3CCCCC3)ccc2O1	-1	-7	2	-8	3	0.1	-2	-0.1
Cc1ccc(C(=O)COC(=O)CN2C(=O)C3C4CCC(C4)C3C2=O)cc1[N+](=O)[O-] (configuration not stated)	4	2	·	1	-1	0.1	·	·
S=C(NCc1ccncc1)Nc1cc(Cl)cc(Cl)c1	3	-2	-11	-152	1	0.0	-3	·
CCOc1ccc(Nc2nc(N)nc(CSC(=S)N3CCN(c4ccccc4)CC3)n2)cc1	5	-1	1	-14	0	0.1	·	2.6
Cc1ccc(S(=O)(=O)N2[C@@H](c3ccc(C(C)(C)C)cc3)C(C(=O)O)=CC[C@H]2c2ccc(Cl)cc2)cc1	2	-5	6	-6	0	0.4	-2	-1.7
Cc1nn(CCCC(=O)N2CCc3ccccc3C2)c(=O)c2cc3sccc3n12	1	0	2	-17	-1	0.1	8	·
O=C(Cc1ccccc1)Nc1nc(-c2cccc([N+](=O)[O-])c2)cs1	-1	4	·	-1	1	0.0	·	-0.2
C[C@@H]1CN([C@@H](C)CO)C(=O)c2cc(NS(=O)(=O)c3cccs3)ccc2O[C@@H](C)CCCCO[C@H]1CN(C)C(=O)CCCN(C)C	1	-5	0	-4	0	0.0	6	-0.2
N#Cc1ccc(-c2ccc3c(c2)[C@H]2[C@H](CCN2C(=O)c2ccc(F)cc2)[C@@H](CO)N3)cc1	·	·	-5	·	·	0.4	7	1.3
CCOC(=O)CCCCC(=O)c1[nH]c(=O)[nH]c1Cn1cnc2ccccc21	6	7	-2	-3	-5	·	2	·
Cc1noc(C)c1S(=O)(=O)Nc1ccc2c(c1)C(=O)N([C@@H](C)CO)C[C@H](C)[C@@H](CN(C)Cc1ccc3c(c1)OCO3)O2	0	5	-3	18	0	-0.1	-13	-6.3
COCC(=O)N1C[C@H](C)[C@@H](OC)CN(C)C(=O)c2ccc(NC(=O)Nc3cccc(F)c3)cc2OC[C@@H]1C	-4	-2	·	7	·	-0.2	·	0.1
O=C(O)CC/C(=N\NC(=O)CNC(=O)c1ccc(F)cc1)c1ccccc1	-1	-1	-2	-9	-1	-0.1	-1	·
CC(=O)N(C)C[C@H]1Oc2cc(-c3cccnc3)ccc2S(=O)(=O)N([C@H](C)CO)C[C@H]1C	1	-4	0	10	4	-0.1	0	-0.5
COc1ccc(Cl)cc1Nc1cc(C)nc2ccccc12	0	1	·	18	3	0.0	15	0.3
COc1cccc(CN(C)Cc2cc(=O)oc3c(C)c(C)ccc23)c1	2	-2	15	-11	4	0.6	-11	-0.2
CCN1CCN(CCCNC(=O)C2CCCN(c3nc4c(C)cc(C)cc4s3)C2)CC1 (configuration not stated)	1	5	-1	18	1	0.1	9	-0.4
CC/C(=N\NC(=O)c1nnn(-c2nonc2N)c1-c1cccc(OC)c1)c1ccc(C)cc1	-1	3	-5	3	4	0.0	12	·
COc1ccc(-c2nc(CS(=O)CC(=O)NCCN3CCCCCC3)c(C)o2)cc1OC (configuration not stated)	-4	-5	0	-13	-2	0.1	-25	1.6
Cc1ccc(OCC(=O)NNC(=O)CSC(=S)N2CCCC2)cc1	-2	6	1	-11	6	0.0	7	0.5
CNC(=O)N(O)C1N(/N=C/c2ccc(SC)cc2)C(=S)SC1(C)C (configuration not stated)	-2	0	-6	3	1	0.0	-13	-0.2
COC(=O)C[C@H]1C[C@H]2c3cc(NC(=O)Cc4ccncc4)ccc3O[C@H]2[C@@H](CO)O1	4&-1	5&-4	-4&-1	-42&3	1&-2	0.5	-7&-1	1.5&-0.1
COC(=O)CNC(=S)NC(=O)c1ccc(C(C)(C)C)cc1	-2	3	·	-13	7	0.0	·	·
Cc1ccc([N+](=O)[O-])cc1NC(=O)CSc1n[nH]c(-c2cccnc2)n1	-6	-2	-6	-5	2	0.0	4	·
CCC(=O)Nc1nnc(S(=O)(=O)N(CC)c2ccc(Cl)cc2)s1	7	-3	0	-11	3	0.4	-7	·

A few values from the results shown:
In ERp5 block, COC(=O)C[C@H]1C[C@H]2c3cc(NC(=O)Cc4ccncc4)ccc3O[C@H]2[C@@H](CO)O1 has the entry 1&-2
In ERAP1 inh, Cc1ccc([N+](=O)[O-])cc1NC(=O)CSc1n[nH]c(-c2cccnc2)n1 has the entry -6

(further entries)
SMILES	ERAP1 inh	S100A4 MyoIIA	esBAF inh	RAD52 inh	ERp5 block	Xi reactivation	RAD54 branch	E-selectin induc
CCC(=O)Nc1cccc(NC(=O)c2ccccc2Cl)c1	0	3	·	3	7	0.0	·	·
C[C@@H]1CN([C@H](C)CO)C(=O)c2cc(NC(=O)Cc3cn(C)c4ccccc34)ccc2O[C@@H]1CN(C)Cc1ccc(C(=O)O)cc1	3	-1	-6	-9	7	-1.3	1	-2.8
N#CCc1c(C#N)c(N)nc(N2CCN(S(=O)(=O)c3ccccc3F)CC2)c1C#N	-3	3	·	-45	18	·	8	·
C[C@H]1CN([C@@H](C)CO)C(=O)c2cccc(NC(=O)Nc3ccc(C(F)(F)F)cc3)c2O[C@H]1CN(C)CC1CCCCC1	0	1	-5	44	3	0.2	10	-0.4
CC(C)c1ccc(N(CC(=O)N2CCN(Cc3ccccc3)CC2)S(C)(=O)=O)cc1	-1	-4	-4	-22	1	0.0	0	·
C[C@H](CO)N1C[C@H](C)[C@H](CN(C)CC2CCOCC2)Oc2ncc(-c3ccc(C#N)cc3)cc2C1=O	3	2	0	10	6	-0.7	3	-0.3
C[C@H](O)C#Cc1ccc([C@@H]2[C@@H](CO)N3CCCCN(C(=O)Nc4ccccc4)C[C@H]23)cc1	2	13	6	-11	-5	0.0	13	-0.6
CNC(=O)CC1C(=O)N(c2ccc(Cl)cc2)C(=S)N1NC(=O)c1cccc(F)c1 (configuration not stated)	-2	1	7	-3	2	0.1	1	·
COc1cccc(-c2ccc3c(c2)[C@@H]2[C@@H](CCN2C(=O)C2CCCC2)[C@@H](CO)N3)c1	5	18	·	-5	5	0.1	·	0.3
C[C@H]1CN([C@@H](C)CO)C(=O)Cc2cc(NC(=O)Nc3ccc4c(c3)OCO4)ccc2O[C@@H]1CN(C)C	-3	45	1	3	2	0.0	21	233*
CN(C)C(=O)C[C@H]1CC[C@@H]2[C@H](COC[C@@H](O)CN2Cc2ccc(C(F)(F)F)cc2)O1	-2	7	6	-1	-3	0.0	-3	-0.1
O=C1C2CCCN2C(c2ccc(F)c(F)c2)N1c1cccc(Cl)c1 (configuration not stated)	-2	8	6	-3	-2	0.3	1	-0.2
CC1(C)CC2CC(C)(CN2CC(O)c2ccccc2)C1 (configuration not stated)	-8	-3	-7	-8	-2	0.2	-6	-0.2
CC(C)(C)CC(=O)N1CCN(Cc2ccc3c(c2)OCO3)CC1	-3	-3	-2	-3	-4	0.0	3	-0.4
Cc1ccc(CNC(=O)c2cc(=O)c3ccccc3o2)cc1	1	-3	-14	-13	2	0.0	-9	·
CCCCNC(=O)C(NC(=O)c1ccc(-c2ccccc2)cc1)C(=O)c1ccccc1 (configuration not stated)	1	1	·	-7	1	-0.1	·	0.0
CN(C)C(=O)c1cccc(-c2ccc([C@@H]3[C@@H](CO)N4CCCCN(CCC(F)(F)F)C[C@H]34)cc2)c1	3	11	·	1	-3	0.0	4	-0.4
CN(CCO)c1ccc(/C=N/Nc2nncc3ccccc23)cc1	4	-6	-72	-19	-5	0.1	-2	0.1
O=C1NC[C@H](CCCCN2CCN(CC3CCCCC3)C(=O)C2=O)N(CCC2CCCCC2)C1=O	-2	-2	·	4	4	0.0	·	·
CC(C)NC(=O)N[C@@H]1CC[C@H](CC(=O)NCc2ccc(Oc3ccccc3)cc2)O[C@H]1CO	-2	5	-2	12	-1	-0.5	3	0.0
CCCC#Cc1ccc([C@H]2[C@@H](CO)N3C(=O)CN(C(=O)Nc4ccccc4)C[C@@H]23)cc1	-1	1	·	-10	-12	1.1	·	0.0
COc1ccc2c3c(n(C)c2c1)[C@H](CO)N(C(=O)Nc1ccc(F)cc1)CC31CN(C(=O)Nc2c(C)noc2C)C1	-3	-5	·	-2	0	0.4	·	-0.1
C[C@H](CO)N1C[C@H](C)[C@H](CN(C)C(=O)c2ccncc2)Oc2cc(/C=C/c3ccccc3)ccc2S1(=O)=O	-1	1	-2	21	6	-0.7	2	0.0
O=C1[C@@H]2Cc3c([nH]c4ccccc34)C(c3ccc([N+](=O)[O-])cc3)N2C(=O)CN1C1CC1 (some centres not stated)	-2	-5	-24	-7	2	0.3	16	3.5
O=C(NCCOc1ccccc1Cl)c1ccc2c(c1)S(=O)(=O)c1cc(Cl)ccc1C2=O	0	30	1	-17	5	0.0	10	-0.1

By substructure: those above containing a CF3 group
SMILES	ERAP1 inh	S100A4 MyoIIA	esBAF inh	RAD52 inh	ERp5 block	Xi reactivation	RAD54 branch	E-selectin induc
C[C@H]1CN([C@@H](C)CO)C(=O)c2cccc(NC(=O)Nc3ccc(C(F)(F)F)cc3)c2O[C@H]1CN(C)CC1CCCCC1	0	1	-5	44	3	0.2	10	-0.4
CN(C)C(=O)C[C@H]1CC[C@@H]2[C@H](COC[C@@H](O)CN2Cc2ccc(C(F)(F)F)cc2)O1	-2	7	6	-1	-3	0.0	-3	-0.1
CN(C)C(=O)c1cccc(-c2ccc([C@@H]3[C@@H](CO)N4CCCCN(CCC(F)(F)F)C[C@H]34)cc2)c1	3	11	·	1	-3	0.0	4	-0.4

The listing continues:
SMILES	ERAP1 inh	S100A4 MyoIIA	esBAF inh	RAD52 inh	ERp5 block	Xi reactivation	RAD54 branch	E-selectin induc
CC(C)NC(=O)Nc1cccc2c1O[C@H](CN(C)C(=O)Nc1cccc3ccccc13)[C@H](C)CN([C@@H](C)CO)C2=O	1	-2	6	2	-4	0.1	2	0.0
Cc1cccc(N2CC(C(=O)Nc3ccc(S(=O)(=O)NCC4CCCO4)cc3)CC2=O)c1C (configuration not stated)	-8	1	-3	-11	3	0.1	11	·
CN(C)C(=O)c1cccc(-c2ccccc2[C@H]2[C@@H](C#N)N(C(=O)C3CCC3)[C@H]2CO)c1	4	7	·	3	1	0.2	·	0.1
COc1cccc2sc(N3CCN(C(=O)C4COc5ccccc5O4)CC3)nc12 (configuration not stated)	-1	5	-1	-11	10	-0.1	-1	0.0
Nc1cc(C(=O)OCC(=O)Nc2ccc(N3CCOCC3)cc2)ccc1Cl	4	1	-3	-9	3	-0.1	-4	·
C[C@@H]1CN([C@@H](C)CO)C(=O)c2cccc(NS(=O)(=O)c3cccs3)c2O[C@@H]1CN(C)S(=O)(=O)c1ccccc1	2	-42	-1	-66	0	-1.3	-36	-0.2
C[C@H](CO)N1C[C@H](C)[C@@H](CN(C)S(=O)(=O)c2ccc(Cl)cc2)Oc2ccc(NC(=O)Nc3ccccc3)cc2CC1=O	-1	-24	6	3	1	-1.0	-5	-0.4
O=C1Cc2cc(S(=O)(=O)Nc3cccc(F)c3)ccc2N1	3	1	-2	-16	4	0.0	6	·
O=C(O)C1=C[C@@H](c2ccc3c(c2)OCO3)C[C@@H](OCc2ccc(CO)cc2)O1	-2&-6&1	4&2&4	-3	-6&14&-24	6&1&0	0.1	-1&3&-1	0.9
Cc1ccc(NS(=O)(=O)c2ccc3c(c2)NC(=O)C(C)C(=O)N3)c(Cl)c1 (configuration not stated)	-3	4	6	6	-4	4.2	5	0.0
COc1ccc(-c2coc3c(C(=O)NCCc4ccccc4)cccc23)c(C)c1	0	1	4	-1	1	0.3	-2	-0.2
C=CCOC(=O)c1ccccc1C(=O)OCC1CO1 (configuration not stated)	1	-1	-3	-11	-1	0.1	-8	-0.1
